Bioassay records: PubChem, several laboratories
MEX-5 binding – MEX-5 zinc finger RNA-binding disruptors – biochemical, C. elegans, fluorescence polarization, MLPCN library, primary screen | MEX-5/FITC-TCR2 RNA binding; active compounds read low | hit rate 0.38% among 300,000 | activity score (negative = inhibition of binding), % at 10 µM | Zinc finger protein mex-5 (Caenorhabditis elegans), Q9XUB2;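 active = inhibition past about -25% in most replicates, and total fluorescence under double the plate's negative control median, limit read from the data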;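 also: 0% = DMSO and -100% = 5 µM competing unlabeled TCR2 RNA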
Target sequence (Q9XUB2 whole entry, looked up): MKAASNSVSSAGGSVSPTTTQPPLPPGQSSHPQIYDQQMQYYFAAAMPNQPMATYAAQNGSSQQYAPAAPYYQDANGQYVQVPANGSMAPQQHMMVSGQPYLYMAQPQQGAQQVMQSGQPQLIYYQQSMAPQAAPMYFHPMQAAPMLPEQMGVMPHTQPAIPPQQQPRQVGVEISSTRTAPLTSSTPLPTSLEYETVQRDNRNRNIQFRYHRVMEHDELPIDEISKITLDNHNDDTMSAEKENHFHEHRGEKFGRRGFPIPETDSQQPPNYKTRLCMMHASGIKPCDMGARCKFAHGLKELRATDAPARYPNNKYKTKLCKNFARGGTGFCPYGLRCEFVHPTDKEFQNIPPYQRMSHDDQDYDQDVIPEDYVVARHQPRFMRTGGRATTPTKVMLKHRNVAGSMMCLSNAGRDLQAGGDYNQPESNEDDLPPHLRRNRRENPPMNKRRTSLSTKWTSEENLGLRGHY
Yeast superoxide – reduction of superoxide in aged yeast, primary screen, HTS. S. cerevisiae aged cells, superoxide DHE fluorescence; active compounds read low. superoxide response (% of plate mean), % at 10 µM. hit rate 0.18% among 330,000;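 active = superoxide response under a set limit, about three screen SD below normal, cut at about 65% in these data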;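 also: yeast aged for seven days with compound at 30 °C before DHE staining; 100% = average MFI of all compound-treated wells on the plate with controls excluded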
Efflux pump inh – inhibitors of Candida efflux pumps in yeast, primary screen, S. cerevisiae, Nile Red, multiplex | AID 485275, 2010 | inhibition, % at 10 µM | S. cerevisiae Candida pump triplex | hit rate 0.44% among 330,000;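 active = plate passing quality check with inhibition over a set limit, or well fluorescence over plate mean plus 4 SD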;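 also: Nile Red retained in pooled yeast measured as flow cytometry median fluorescence; 0% = buffer negative control and 100% = Enniatin B positive control; higher means more Nile Red kept so more efflux inhibition; some compounds called inactive have numbers as strong as hits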
Starred values were filed as active, the others as inactive. This is a subset, so the mix of outcomes need not match the whole.

canonical_smiles | MEX-5 binding | Yeast superoxide | Efflux pump inh
CC(CCc1ccccc1)NC(=O)[C@@H]1Cc2ccccc2CN1 (stereo partly drawn) | -3.4 | 105 | -0.1
Nc1ccc(NC(=O)Nc2ccc(N)cc2)cc1 | -0.4 | 90 | 0.2
CS(=O)(=O)Nc1ccc(C(=O)N2CC(=O)Nc3ccccc32)cc1 | -1.7 | 96 | 0.0
Cc1cc(=O)[nH]c2c(C)cc(S(=O)(=O)N3CCCCC3)cc12 | -0.1 | 113 | -0.3
COc1cccc(C(=O)Nc2sc3c(c2C(=O)O)CCCC3)c1 | 2.6 | 108 | 0.3
O=C1C2C3C=CC(CC3)C2C(=O)N1c1ccccc1 (stereo not drawn) | -0.6 | 89 | 0.0
Nc1cn(C2OC(CO)C(O)C2O)c(=O)[nH]c1=O (stereo not drawn) | 0.0 | 90 | 0.0
O=C(Nc1ccccc1Oc1cccnc1)C1CCCN(C/C=C/c2ccccc2)C1 (stereo not drawn) | 5.6 | 112 | 0.0
Cc1ccc2cc(CN(CCc3ccccc3)C(=S)NCCCN(C)C)c(=O)[nH]c2c1 | 1.0 | 93 | 0.0
COc1ccc(S(=O)(=O)NNC(=O)C23CC4CC(CC(C4)C2)C3)cc1 | -0.4 | 97 | 0.0
CCOc1ccccc1CN1CCN(Cc2ccc3cccc(OC)c3n2)CC1CCO (stereo not drawn) | 6.3 | 104 | -0.1
CCOc1ccc2[nH]c3c(NCCCOC)ncnc3c2c1 | -3.3 | 98 | -0.3
C[C@H](NC(=O)C1CCC(CNC(=O)[C@@H]2CCCN2C(=O)OC(C)(C)C)CC1)C(=O)O (stereo partly drawn) | -1.0 | 101 | -0.1
COC(=O)C(Cc1cccc(C)n1)(c1ccccc1)c1ccccc1 | -0.7 | 97 | 0.1
CC(C)c1ccc(S(=O)(=O)Nc2ccc(O)c(Sc3ncn[nH]3)c2)cc1 | -14 | 82 | -0.9

(cont.)
canonical_smiles | MEX-5 binding | Yeast superoxide | Efflux pump inh
CC(C)CNC(=S)N1CCC(Cc2ccccc2)CC1 | 0.2 | 102 | 0.2
Cc1ccc(-c2ccc(CCC(=O)O)n2-c2ccc(C(=O)O)cc2)cc1 | -2.0 | 84 | 0.0
O=C(NCCc1ccccc1)NC(Cc1ccccc1)C(=O)O (stereo not drawn) | 0.0 | 100 | 0.0
COc1ccc(S(=O)(=O)NCCc2c[nH]c3ccc(C)cc23)cc1 | 2.3 | 102 | 0.0
COCCNC(=S)NNC(=O)c1cc(C2CC2)nc2ccccc12 | -3.4 | 95 | 0.0
O=C(c1cc(COc2ccc(F)cc2Cl)on1)N1CC[C@@H]2CCCC[C@H]2C1 | -1.3 | 104 | 0.0
COc1ccc(NC(=O)c2cccc(Cl)c2)c[n+]1[O-] | 1.1 | 100 | -0.1
O=C(C1=C(O)C(=O)N(CCN2CCOCC2)C1c1ccc(F)cc1)c1cccs1 (stereo not drawn) | -0.9 | 101 | 0.1
C/C(=N\NC(=O)c1cc(-c2ccc(C)s2)nc2ccccc12)c1cccnc1 | 1.3 | 98 | 0.1
O=C(Nc1ccc(S(=O)(=O)N2CCOCC2)cc1)c1cccc([N+](=O)[O-])c1 | -0.4 | 103 | 0.0
CCCc1cc(Nc2ccc(C)cc2)n2ncnc2n1 | -0.3 | 103 | 0.1
NC(=O)CSc1nc2cccnc2n1-c1ccc(F)cc1 | 1.5 | 112 | -0.1
O=C(c1cc(Br)ccc1Cl)N1CCN(c2ccccn2)CC1 | -1.2 | 93 | 0.2
O=[N+]([O-])c1ccc(-c2nc(Nc3ccc(O)cc3)c3ccccc3n2)cc1 | 1.4 | 107 | 0.0
CCC(C(=O)Nc1ccc(C(=O)Nc2ccccc2C(=O)O)cc1)c1ccccc1 (stereo not drawn) | -2.9 | 118 | -1.9

Next records:
canonical_smiles | MEX-5 binding | Yeast superoxide | Efflux pump inh
CC(C)Cc1ccc(C(=O)NCc2ccc3c(c2)OCO3)o1 | 0.4 | 103 | 0.0
Cc1oc2c(C)c3oc(=O)c(CC(=O)N[C@@H](CCCNC(N)=O)C(=O)O)c(C)c3cc2c1C | 0.3 | 97 | 0.1
Cc1onc(-c2ccccc2)c1C(=O)NCc1ccc(Cl)cc1 | -0.4 | 85 | 0.1
Cc1ccc(-c2c(=O)n(O)c3ccccc3[n+]2[O-])cc1 | -3.8 | 125 | -0.3
CCc1c(C)c2cc(Cl)c(O)c(CN3CCCC3)c2oc1=O | 0.8 | 99 | 0.2
Cc1cc(=O)oc2c3c(cc(OCC(=O)NCCC(=O)N[C@@H](C)C(=O)O)c12)OC(C)(C)CC3 | -1.0 | 100 | -0.1
O=C(O)CCN1c2ccccc2Sc2ccccc21 | 0.2 | 107 | -0.1
CCC1CN(C(=O)NCc2ccc(F)cc2)c2cc(C)ccc2O1 (stereo not drawn) | 1.8 | 99 | -0.3
O=C(N/N=C\c1cccnc1)c1ccc(Cl)s1 | -1.2 | 99 | -0.1
O=C(c1cccc(Cl)c1)N1CCN(c2ncccn2)CC1 | -0.1 | 117 | -0.1
CC(=O)c1ccc(NC(=S)N2CCCC2)cc1 | 1.3 | 95 | -0.1
COc1ccc(C2C(C#N)=C(N)Oc3cc(N)ccc32)cc1 (stereo not drawn) | -3.7 | 99 | -0.1
O=C(N/N=C/c1ccc(O)c(O)c1)N/N=C/c1ccc(O)c(O)c1 | -39* | 100 | -0.2
COc1cccc(NC(=O)NNS(=O)(=O)c2ccc(OC)cc2OC)c1 | 0.4 | 95 | 0.0
C/C(=N\NC(=O)c1sccc1C)c1cccnc1 | -9.3 | 96 | 0.0

Following part
canonical_smiles | MEX-5 binding | Yeast superoxide | Efflux pump inh
COc1ccc(S(=O)(=O)Nc2ccccc2C(=O)N2CCOCC2)cc1Br | -2.3 | 108 | -0.3
CCn1ncc(CN2CCC(Oc3cc(C(=O)NC4CC4)ccc3OC)CC2)c1C | 1.1 | 98 | -0.9
COc1cc(OC)c(C(=O)OCCCOC(=O)c2cc(OC)c(OC)cc2OC)cc1OC | -4.0 | 108 | 3.5
COc1ccc2c(ccc[n+]2CC(=O)c2ccccc2)c1 | 4.4 | 100 | -0.1
CC(C)(C)C(=O)NC1CC2CCCC(C1)N2C(=O)Nc1ccccc1Cl (stereo not drawn) | 1.6 | 105 | 0.1
CCOc1ccc(NC(=S)N2CCN(S(=O)(=O)c3ccc(OC)cc3)CC2)cc1 | -3.0 | 112 | -0.1
O=C(N/N=C\c1ccncc1)c1ccc(Br)s1 | 0.3 | 87 | 0.0
C=C1CCc2c([nH]c3ccc(OCC(C)C)cc23)C1=O | 0.5 | 98 | 0.0
CCOC(=O)c1[nH]c2ccc(F)cc2c1NC(=O)c1ccccc1C(=O)O | -0.1 | 103 | 0.3
CCC(C)c1ccc(OCC(=O)Nc2ccc(CN3CCOCC3)cc2)cc1 (stereo not drawn) | 2.0 | 98 | -0.7
O=C(C#Cc1ccccc1)NCc1ccccc1F | 0.2 | 97 | -0.1
Cc1ccc(CN2CCC(N3CC(C)OC(C)C3)CC2)cc1 (stereo not drawn) | 1.0 | 88 | 0.0
Cc1ccc2[nH]c(=O)c3cc(C(=O)NCCC(C)C)sc3c2c1 | 1.7 | 96 | -0.1
COc1ccc(N2CCN(CC(O)COC(c3ccc(F)cc3)c3ccc(F)cc3)CC2)cc1 (stereo not drawn) | -0.3 | 99 | 0.1
COc1cc2c(cc1OC)CN(C(=O)COc1ccccc1C#N)CC2 | -2.1 | 110 | -0.1

Reformatted as labelled records: entries from further up
CCOC(=O)c1[nH]c2ccc(F)cc2c1NC(=O)c1ccccc1C(=O)O
  MEX-5 binding: -0.1
  Yeast superoxide: 103
  Efflux pump inh: 0.3

Cc1ccc(CN2CCC(N3CC(C)OC(C)C3)CC2)cc1 (stereo not drawn)
  MEX-5 binding: 1.0
  Yeast superoxide: 88
  Efflux pump inh: 0.0

O=C(N/N=C\c1ccncc1)c1ccc(Br)s1
  MEX-5 binding: 0.3
  Yeast superoxide: 87
  Efflux pump inh: 0.0

Cc1ccc2[nH]c(=O)c3cc(C(=O)NCCC(C)C)sc3c2c1
  MEX-5 binding: 1.7
  Yeast superoxide: 96
  Efflux pump inh: -0.1

The listing continues.
canonical_smiles | MEX-5 binding | Yeast superoxide | Efflux pump inh
O=C(O)c1ccccc1C(=O)N1CCN(c2ncccn2)CC1 | 0.9 | 103 | 0.0
CC(C)(C)C(=O)NN=C1CCC(c2ccccc2)CC1 (stereo not drawn) | 0.8 | 91 | 0.0
CCOCCCNC(=O)c1oc2ccc3c(c2c1C)C(O)CC(C)(C)O3 (stereo not drawn) | 2.7 | 96 | -0.1
CCOC(=O)CSc1nc2sc3c(c2c(=O)n1-c1ccc(OC)cc1)CCN(C)C3 | 0.4 | 99 | -0.1
CS(=O)(=O)Nc1ccccc1C(=O)NCCSc1ccc(Cl)cc1 | -4.1 | 101 | 0.0
COc1ccc(CCC(=O)NNC(=O)Nc2cccc(Cl)c2)cc1 | -1.2 | 108 | -0.1
Cc1ccc(OCCCCN2CCCCC2)cc1 | 1.7 | 99 | 0.0
O=C(O)CNS(=O)(=O)c1ccc2c(c1)C(=O)c1cc(S(=O)(=O)NCC(=O)O)ccc1-2 | -0.7 | 98 | 0.3
Cc1ccc(/C=N/NC(=O)Cc2ccc(Cl)cc2)c(O)c1 | 1.9 | 97 | 0.1
O=C(c1cc2cc(F)ccc2[nH]1)N1CCc2ccccc21 | -0.5 | 96 | 0.1
O=C(NCCc1cccnc1)C1CCC(=O)N(CCc2cccc(F)c2)C1 (stereo not drawn) | -0.5 | 90 | -0.3
CC(=O)Nc1cccc(C(=O)OCN2C(=O)c3ccccc3C2=O)c1 | 2.5 | 81 | -1.1
Oc1c(Br)cc(Br)cc1CNc1nccs1 | 2.2 | 101 | 0.0
COc1cccc(NC(=O)NNC(=O)CCc2ccc(O)c(O)c2)c1 | -3.0 | 98 | 0.1
CC(=O)Nc1ccc(NC(=O)c2cc(-c3ccccc3)nc3ccccc23)cc1 | -2.5 | 103 | 0.0

(next part)
canonical_smiles | MEX-5 binding | Yeast superoxide | Efflux pump inh
O=C(Cc1ccon1)c1ccc(O)cc1O | -12 | 95 | 0.0
COc1ccc(N(CC(C)C)S(=O)(=O)c2nnc(NC(=O)CC(C)C)s2)cc1 | 2.4 | 108 | -0.3
O=[N+]([O-])c1cccc(C(=NCc2ccccc2)NO)c1 | -0.4 | 110 | -0.1
Cc1ccccc1N1CCN(C2CCCN(C(=O)c3ocnc3C)C2)CC1 (stereo not drawn) | -2.0 | 94 | 0.1
Cc1cc(C(=O)O)ccc1-c1ccc(/C=N/n2cnnc2)o1 | 1.2 | 92 | 0.2
CC(=O)NCCC(=O)Nc1cc(S(=O)(=O)N2CCCCC2)ccc1Oc1cccc(C)c1 | 0.2 | 100 | 0.9
COc1cccc(CN(C)Cc2cc(=O)oc3c(C)c(C)ccc23)c1 | 0.3 | 96 | -0.1
O=C(O)COc1ccccc1/C=N/n1c(C2CCCCC2)n[nH]c1=S | -0.6 | 96 | -0.1
Cc1cc(C)cc(NS(=O)(=O)c2ccc3[nH]c(=O)ccc3c2)c1 | 1.4 | 96 | 0.1
COc1cc2c(cc1OC)C(c1cccc(Br)c1)CC(=O)N2 (stereo not drawn) | -2.4 | 103 | 0.0
CCOc1ccc(N(CC(=O)Nc2ccccc2OC)S(=O)(=O)c2ccccc2)cc1 | 0.4 | 104 | 0.4
COc1ccc(-n2nc(C)c3c(=O)c4c([nH]c32)CCCC4)cc1 | -0.4 | 95 | -0.1
COc1ccc(-n2ncc3c2CC(C)(C)CC3NC(=O)CCn2cncn2)cc1 (stereo not drawn) | 1.1 | 92 | -0.1
COc1ccccc1CNC(=O)CCCc1cn(C)c2ccccc12 | -0.2 | 102 | 0.1
COc1ccc(-n2c(C)c(C(C)=O)c3cc(OC(C)=O)ccc32)cc1 | 0.2 | 100 | 0.1

Next structures follow.
canonical_smiles | MEX-5 binding | Yeast superoxide | Efflux pump inh
O=C(N/N=C/c1cccc2ccccc12)c1ccccc1Cl | 0.9 | 97 | -0.1
C=CCSc1nc2c(C(=O)OCC)nnn2c2ccccc12 | -3.0 | 110 | 0.0
O=C(c1ccc(Br)cc1)N1CCC(C(=O)N2CCN(Cc3ccccc3)CC2)CC1 | 1.3 | 102 | 0.0
COc1ccc(CN(C)C(=O)c2cc(-c3ccc(OC)c(OC)c3)nc3ccccc23)c(OC)c1 | -0.8 | 84 | 0.5
Cc1cc(Cl)ccc1NC(=O)CCC(=O)N/N=C/c1cccnc1 | 2.5 | 87 | 0.0
CC(CN1CCC(n2nccc2NC(=O)CCCc2ccccc2)CC1)c1ccccc1 (stereo not drawn) | 6.4 | 92 | 0.0
COc1ccccc1NC(=O)NNC(=O)c1ccc2ccccc2c1 | 1.4 | 97 | 0.0
CCC(C)NC(=O)CN1C(=O)c2cccc3cccc1c23 (stereo not drawn) | 3.2 | 100 | 0.0
CCN(CC)CCNC(=O)CCc1c(C)nc2c(c(C)nn2-c2ccc(C)c(C)c2)c1C | -0.3 | 94 | 0.2
